CCHF vOTU inh: blocks the CCHF virus ovarian tumor domain protease; inhibition, % at 11.5 µM; 370,000 compounds, 0.55% hits; CCHFV vOTU protease, Pep-AMC fluorescence; in the data active = inhibition above about 30%; note: 0% = vehicle wells with enzyme and 100% = no enzyme wells
Anthrax LF inh2: anthrax lethal factor protease inhibition; multiplex microsphere protease cleavage assay, LF; inhibition, % at 10 µM; 360,000 compounds, 0.12% hits; AID 588501; note: plate controls were buffer without enzyme for full effect and enzyme alone for no effect
DUSP3 inh: inhibitors of human VHR1 phosphatase (DUSP3); P51452; recombinant VHR phosphatase, pNPP absorbance; inhibition, % at 13.3 µM; 290,000 compounds, 0.52% hits; in the data active = inhibition above about 50%; note: some compounds called inactive have numbers as strong as hits
Target sequence (P51452 whole entry, looked up): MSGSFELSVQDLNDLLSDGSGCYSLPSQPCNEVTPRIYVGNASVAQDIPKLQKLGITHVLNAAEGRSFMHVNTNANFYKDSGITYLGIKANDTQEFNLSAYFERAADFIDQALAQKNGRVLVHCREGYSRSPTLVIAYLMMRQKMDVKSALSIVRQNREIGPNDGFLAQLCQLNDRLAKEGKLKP
PriA SSB inh: K. pneumoniae PriA-SSBct interaction inhibition | AlphaScreen SSBct-PriA binding, biotinylated peptide | inhibition, % at 33 µM | 430,000 compounds, 0.6% hits | AID 1272365; in the data active = inhibition mostly above about 37%, no sharp cut-off; inactive = mostly below about 20%;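 note: plate controls were negative control peptide for no effect and reference peptide for full effect; strong numbers were not always called active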
Rv3671c protease: inhibits the M. tuberculosis serine protease Rv3671c; AID 2606; P9WHR9; 320,000 compounds, 0.048% hits; inhibition, % at 5.96 µM; in the data active = inhibition above about 38%;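 note: extracellular domain of Rv3671c used as enzyme; 0% = enzyme with DMSO and 100% = no enzyme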
Target sequence (P9WHR9 whole entry, looked up, the tested form may be a part): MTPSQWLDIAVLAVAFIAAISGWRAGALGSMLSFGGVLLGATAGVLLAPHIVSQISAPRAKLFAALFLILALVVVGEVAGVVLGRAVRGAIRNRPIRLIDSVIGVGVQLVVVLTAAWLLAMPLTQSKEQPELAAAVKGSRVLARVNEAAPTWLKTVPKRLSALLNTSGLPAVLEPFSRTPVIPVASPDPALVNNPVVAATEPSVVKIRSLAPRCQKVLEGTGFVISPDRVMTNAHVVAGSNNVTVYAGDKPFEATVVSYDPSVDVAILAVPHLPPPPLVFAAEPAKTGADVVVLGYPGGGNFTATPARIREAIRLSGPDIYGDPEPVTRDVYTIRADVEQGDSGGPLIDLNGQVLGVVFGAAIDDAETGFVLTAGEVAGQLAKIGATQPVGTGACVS
MazEF act: MazEF (E. coli) toxin RNase activation; P0AE70; FAM/BHQ RNA-DNA oligo cleavage fluorescence, 5 h; activation, % at 20 µM; 350,000 compounds, 0.32% hits; AID 504720; in the data active = activation above about 50%
Target sequence (P0AE70 whole entry, looked up): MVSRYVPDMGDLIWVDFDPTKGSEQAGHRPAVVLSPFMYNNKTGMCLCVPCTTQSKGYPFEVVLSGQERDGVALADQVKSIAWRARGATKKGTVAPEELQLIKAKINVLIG
PrPC TRFRET: cell surface PrPC inhibition, primary TR-FRET screen; P04156; TR-FRET read-out; inhibition, % at 13.8 µM; 370,000 compounds, 0.43% hits; AID 720596; in the data active = inhibition above about 24%; note: 0% = median of the test wells and 100% = reference compound wells
BoNT A protease: inhibitors of Botulinum neurotoxin A light chain protease. multiplex microsphere protease substrate cleavage, flow cytometry. inhibition, % at 10 µM. 360,000 compounds, 0.17% hits. AID 588499; note: plate controls were buffer without enzyme for full effect and enzyme alone for no effect
BoNT F protease: BoNT F light chain protease inhibition | 360,000 compounds, 0.22% hits | Multiplex microsphere protease cleavage assay, flow cytometry | AID 588497 | inhibition, % at 10 µM; in the data active = inhibition above about 35%, passing the limit was not always enough; inconclusive = no clear call, values can overlap the other calls; note: plate controls were buffer without enzyme for full effect and enzyme alone for no effect
SARS 3CLpro inh: SARS-CoV 3CLpro protease inhibition; P0C6X7; 290,000 compounds, 0.14% hits; recombinant SARS-CoV 3CLpro, quenched FRET peptide cleavage; inhibition, % at 6 µM; in the data active = inhibition above about 12%
Starred values were filed as active, the others as inactive; ? = inconclusive; / = not tested or not shown; & = joins results of further samples. Cut-off read from the data, not from the text of the source, unless noted: active = inhibition above about 30%; inconclusive = no clear call, values can overlap the other calls; inactive = below that. An excerpt (hit frequency here may not be typical).

SMILES	CCHF vOTU inh	Anthrax LF inh2	DUSP3 inh	PriA SSB inh	Rv3671c protease	MazEF act	PrPC TRFRET	BoNT A protease	BoNT F protease	SARS 3CLpro inh
Cc1cc(OCC(=O)NCCN2CCOCC2)ccc1Br	6	0	6	-18	7	-7	-4	-0.1	2	3
O=S(=O)(Nc1nc2ccccc2nc1NCc1ccco1)c1ccccc1	5	3	3	-23	-1	-24	7	0.4	-5	-5
CN1/C(=C\C=C2/SC(=S)NC2=O)C(C)(C)c2ccccc21	17	0	20	9	-367	-658	-24	7.7	-8	1
COC(=O)c1sccc1NC(=O)Cc1ccc(Br)cc1	-15	-5	5	-42	-5	-5	-1	1.9	10	-1
Cc1ccc(NC(=O)CSc2nc3nc(C)c(Br)cc3[nH]2)cc1F	22	1	13	-2	-15	30	5	0.6	5	2
C[C@@](Cc1ccc(O)c(O)c1)(NN)C(=O)O	6	1	12	/	/	3	-2	-1.1	-12	-4
CCOC(=O)C1C(=O)CC(C)(O)C(C(=O)OCC)C1c1ccc(C)s1 (configuration not stated)	-7	5	-8	-13	-6	3	6	0.0	2	-4
Cc1cc2c(=Cc3ccc(N(C)C)cc3)c3ccccc3n2[n+]1C	34*	-67	/	-15	/	-80	-34	1.5	-131	/
COC(=O)C(Cc1ccccc1)NC(=O)CCNC(=O)c1ccco1 (configuration not stated)	4	10	-3	3	1	2	-4	0.3	-9	0
CS(=O)(=O)N(CCc1ccccc1)CC(=O)N1CCN(c2ccccc2)CC1	-6	5	-12	3	1	-5	3	4.0	21	3
COCCCNc1nc2ccccc2nc1NS(=O)(=O)c1ccc(C)c(C)c1	-22	0	34	-22&-9	-9	0	6	0.3	0	3
CCOc1ccc(S(=O)(=O)NCc2cccnc2)cc1NC(=O)c1ccccc1F	5	2	21	-9	-2	1	-3	1.8	1	-5

Some values from the results shown.
Reading of COC(=O)c1sccc1NC(=O)Cc1ccc(Br)cc1 in PriA SSB inh: -42
Reading of Cc1cc(OCC(=O)NCCN2CCOCC2)ccc1Br in PriA SSB inh: -18

Returning to the listing, repeating the seven entries before the break.
SMILES	CCHF vOTU inh	Anthrax LF inh2	DUSP3 inh	PriA SSB inh	Rv3671c protease	MazEF act	PrPC TRFRET	BoNT A protease	BoNT F protease	SARS 3CLpro inh
C[C@@](Cc1ccc(O)c(O)c1)(NN)C(=O)O	6	1	12	/	/	3	-2	-1.1	-12	-4
CCOC(=O)C1C(=O)CC(C)(O)C(C(=O)OCC)C1c1ccc(C)s1 (configuration not stated)	-7	5	-8	-13	-6	3	6	0.0	2	-4
Cc1cc2c(=Cc3ccc(N(C)C)cc3)c3ccccc3n2[n+]1C	34*	-67	/	-15	/	-80	-34	1.5	-131	/
COC(=O)C(Cc1ccccc1)NC(=O)CCNC(=O)c1ccco1 (configuration not stated)	4	10	-3	3	1	2	-4	0.3	-9	0
CS(=O)(=O)N(CCc1ccccc1)CC(=O)N1CCN(c2ccccc2)CC1	-6	5	-12	3	1	-5	3	4.0	21	3
COCCCNc1nc2ccccc2nc1NS(=O)(=O)c1ccc(C)c(C)c1	-22	0	34	-22&-9	-9	0	6	0.3	0	3
CCOc1ccc(S(=O)(=O)NCc2cccnc2)cc1NC(=O)c1ccccc1F	5	2	21	-9	-2	1	-3	1.8	1	-5
Cc1ccc(O)c(-c2cc(C(=O)NCc3ccncc3)[nH]n2)c1	-4	-4	-10	-1	1	-3	2	-0.1	-8	1
Cc1c(C(=O)Oc2cc(N)n(S(C)(=O)=O)n2)cccc1[N+](=O)[O-]	15	0	22	-4	-3	74*	-7	-0.3	5	1
COc1cc(OC)c(C(=O)Nc2ccc(N(C)C)cc2)cc1OC	-5	-8	-3	11	12	4	-2	0.2	-26	-6
FC(F)(F)c1cccc(Oc2ccc3c(C(F)(F)F)cc(C(F)(F)F)nc3n2)c1	0	-2	27	-8	-3	8	-4	?	1	3
Cc1ccc(C2=NCC(=O)Nc3ccc(Br)cc32)cc1	-10	10	18	-5	4	1	-2	2.4	32	0
C=C(C(=O)O)C1CCC2(C)CCCC(C)(O)C2C1 (configuration not stated)	0	-6	14	-15	6	7	-1	0.3	-8	/
COCCCNC(=O)c1ccc(OC)c(OC2CCN(C(C)C)CC2)c1	6	-1	1	14	1	4	6	-6.3	?	-4
O=C(COc1ccc(S(=O)(=O)N2CCOCC2)cc1)N1CCCCCC1	-8	-6	-10	-17	2	7	1	0.0	-4	-6
CCOc1cccc2cc(C(=O)N3CCN(C/C=C/c4ccccc4)CC3)c(=O)oc12	0	-4	0	6	-11	-1	-9	?	0	-3
CCN(C(=O)COC(=O)/C=C/c1ccccc1Cl)c1c(N)n(Cc2ccccc2)c(=O)[nH]c1=O	2	-2	/	-21	/	-26	-8	6.1	0	/
COc1ccc(C2C=C(Nc3ccccc3)C(=O)N2c2ccccc2)cc1OC (configuration not stated)	-62	0	-8	-10	-18	-3	-3	-0.5	-5	1
COc1ccc(/C=C/c2nnc(NC(=O)C(C)(C)C)s2)cc1	-1	3	-5	-9	1	5	1	4.8	?	0
Cc1[nH]c2ccccc2c1/C=C(\C#N)C(=O)NC1CC1	1	2	19	-11	-5	-7	-11	-2.5	-10	-12
CC(=O)Nc1ccc2c(c1)-c1ccc(F)cc1C2=O	-4	-2	/	-13	/	10	3	0.7	1	/
COc1ccc(CC(=O)NCc2csc(-c3cccs3)n2)cc1OC	-5	-6	14	3	1	-3	1	7.7	?	3
COc1ccc(C2SCC(=O)N2c2ccc(F)cc2)cc1 (configuration not stated)	1	11	16	-9	1	-6	9	-1.1	27	6
O=C(COc1cccnc1[N+](=O)[O-])Nc1cccc(Br)c1	7	0	/	-3	-3	10	-12	0.6	-4	/
CCOC(=O)C(Cc1ccccc1)C(=O)NCc1cccnc1 (configuration not stated)	-8	-5	12	-3	9	1	-3	-3.3	16	-1
Clc1ncnc2scc(-c3ccccc3)c12	-4	-2	17	-18	2	-3	4	-0.3	-6	1
O=C(Nc1ccc(S(=O)(=O)N2CCCC2)cc1)c1cnccn1	1	0	22	-8	2	-1	4	0.0	0	0
Brc1ccc2nc(-c3ccco3)c(Cc3ccsc3)n2c1	8	5	/	/	/	/	34*	6.0	-14	/
O=C(CC[C@H]1O[C@@H](n2ccc(=O)[nH]c2=O)[C@H](O)[C@@H]1O)N[C@@H](Cc1ccccc1)C(=O)NCC1CCCCC1	-14	1	/	/	/	/	0	0.6	-2	/
Cc1nc(-c2ccccc2)sc1C1(C)CC(c2c(Cl)cccc2Cl)=NO1 (configuration not stated)	7	-4	-9	-1	-8	-1	-6	-0.1	0	/
[O-]/C(=C(\C(=S)Nc1cccc2ccccc12)[n+]1ccccc1)c1cccs1	-11	3	6	5	-32	2	-3	4.1	-5	1
O=c1[nH]c(=S)n(-c2ccccc2)c(O)c1C=NCc1ccccn1	3	-5	12	-1	-4	13	-5	-0.8	-2	1
CNC(=S)N/N=C(\C)c1ccc(-n2ccnc2)cc1	-1	2	2	/	2	-7	-5	-0.2	3	6
Cc1cccc(Cn2ccc(NC(=O)c3cccnc3)n2)c1	-15	0	26	-3	-8	4	3	-1.4	-11	0
O=C(Cn1c(=O)oc2cc(S(=O)(=O)N3CCCC3)ccc21)NCc1ccc(F)cc1	19	-3	29	104*	-4	-19	4	-0.4	-1	0
S=P(Nn1cnnc1)(c1ccccc1)c1ccccc1	-13	1	17	-3	-5	0	-2	-0.3	-3	2
C[N+](C)(C)CCOC(N)=O	11	-8	/	-10	5	7	7	-0.1	-6	/
CCC(C(=O)Nc1ccc(C)cc1)c1ccccc1 (configuration not stated)	11	-1	8	-3	2	5	-1	0.0	1	-4
Cc1cccc(NC(=O)C2CC3CCC2C3)c1C (configuration not stated)	-9	-2	/	-6	-4	11	7	0.7	11	/
CCN(Cc1cc2cc(OC)ccc2[nH]c1=O)C(=O)Cc1ccc(OC)cc1	-4	0	-6	-10	-1	-11	-6	0.3	-22	0
CCOC(=O)NC(=O)/C(C#N)=N\Nc1cccc(OC)c1	8	2	18	/	6	4	-10	-0.9	-9	2
CCOC(=O)c1nnn(-c2nonc2N)c1-c1ccc(C)cc1	5	-3	13	-15	2	16	-6	1.2	2	-2
COc1cc(OC)c(OC)cc1CNC(=O)c1ccc(S(=O)(=O)N2CCCCC2)cc1	-4	/	/	6	0	6	12	/	/	/

Entries of single compounds as entered above:
CCN(Cc1cc2cc(OC)ccc2[nH]c1=O)C(=O)Cc1ccc(OC)cc1 across the screens: CCHF vOTU inh: -4; Anthrax LF inh2: 0; DUSP3 inh: -6; PriA SSB inh: -10; Rv3671c protease: -1; MazEF act: -11; PrPC TRFRET: -6; BoNT A protease: 0.3; BoNT F protease: -22; SARS 3CLpro inh: 0
CCC(C(=O)Nc1ccc(C)cc1)c1ccccc1 (configuration not stated) across the screens: CCHF vOTU inh: 11; Anthrax LF inh2: -1; DUSP3 inh: 8; PriA SSB inh: -3; Rv3671c protease: 2; MazEF act: 5; PrPC TRFRET: -1; BoNT A protease: 0.0; BoNT F protease: 1; SARS 3CLpro inh: -4

(listing goes on)
SMILES	CCHF vOTU inh	Anthrax LF inh2	DUSP3 inh	PriA SSB inh	Rv3671c protease	MazEF act	PrPC TRFRET	BoNT A protease	BoNT F protease	SARS 3CLpro inh
CC(=O)c1cn(CC(=O)Nc2ccc(C)c(C)c2)c2ccccc12	-3	-2	11	-10	1	-8	7	-0.4	-6	3
CCOc1ccc(-c2nc(-c3cccs3)c(CC(=O)O)s2)cc1OC	-12	0	8	12	4	0	8	1.9	7	8
O=C(CCN1C(=O)C2C3C=CC(C3)C2C1=O)N1CCN(c2ccccc2F)CC1 (configuration not stated)	9	-1	4	4	-4	2	6	0.3	1	0
CN(CC(=O)Nc1cccc(F)c1)C(=O)c1ccc(COc2ccccc2)cc1	2	-4	/	-14	-3	-27	2	5.9	?	/
N#CCc1ccc(NC(=O)CSc2nnc(C3CC3)n2C2CC2)cc1	-8	-1	/	1	-3	6	2	0.4	-8	/
CN(C)Cc1c(O)ccc2c(=O)c(-c3ccccc3)c(C(F)(F)F)oc12	-6	-11	-8	-19	8	6	-6	-2.3	?	-1
Cc1sc(NC(=O)CSc2n[nH]c(N)n2)c(C#N)c1C	21	-4	/	1	/	53*	-3	0.1	-3	/
CCN1C(c2ccccc2)=C(c2ccccc2)S/C1=C/C=C1\SC(=S)N(C)C1=O	1	41*	4	4	/	-1	-1	141*	-37	6
CC[C@@H]1C/C=C\Cc2ccccc2[C@H](C(=O)C[C@@H](O)CC(C)=O)OC1=O	13	-3	/	-11	3	7	4	-0.3	-9	/
CCOc1ccc2nc(Cl)c(C3CC(c4ccco4)=NN3S(C)(=O)=O)cc2c1 (configuration not stated)	-4	-5	8	10	-2	4	-10	1.4	6	3
CCOc1cc(N2CCOCC2)c(OCC)cc1NC(=O)COC(=O)c1ccc([N+](=O)[O-])o1	17	-10	/	5	3	4	-18	-0.1	-11	/
O=C(CSc1nnc(-c2ccccn2)n1-c1ccccc1)Nc1ccc2c(c1)OCO2	11	3	21	3	-4	2	6	0.3	7	0

Reprinted from the entries so far for reference:
SMILES	CCHF vOTU inh	Anthrax LF inh2	DUSP3 inh	PriA SSB inh	Rv3671c protease	MazEF act	PrPC TRFRET	BoNT A protease	BoNT F protease	SARS 3CLpro inh
CC(=O)c1cn(CC(=O)Nc2ccc(C)c(C)c2)c2ccccc12	-3	-2	11	-10	1	-8	7	-0.4	-6	3
CCOc1ccc(-c2nc(-c3cccs3)c(CC(=O)O)s2)cc1OC	-12	0	8	12	4	0	8	1.9	7	8

Assay outcomes from PubChem BioAssay.
